# FBPA coupling cs: qHTS Assay for Inhibitors of Fructose-1,6-bisphosphate Aldolase from Giardia Lamblia: Coupling assay counterscreen; coupling enzyme system counterscreen, AmpLite Red fluorescence; activity change, negative = inhibition, % at 58.2 µM, hits read low; 290,000 tested, 0.67% active; AID 2472, 2010; in the data active = activity change below about -30%
#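 Fluorescence at 525 nm excitation and 598 nm emission measured inhibition of the coupled detection system without aldolase. Compounds (at 57.5 uM final) were preincubated 10 min at room temperature with coupling enzyme reagent before a 20 min substrate/AmpLite Red step.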
# KCNH2 3.1 inh: qHTS for Inhibitors of KCHN2 3.1: Mutant qHTS; Potassium voltage-gated channel subfamily H member 2, brain isoform KCNH2 3.1 (human); U2OS KCNH2 3.1, thallium flux FluxOr; hits give low values; activity change, % (tested at about 1.8 µM); 340,000 tested, 0.95% active;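 active = maximum activity change below -70%; inconclusive = maximum activity change from -70% to -50%; inactive = maximum activity change above -50%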;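 note: thallium influx rate constant from kinetic fluorescence after stimulation buffer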
#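 FluxOr-based Tl+ influx in U2OS cells transduced with KCNH2 3.1 virus; rate constants normalized to DMSO controls.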
# uPA generation: qHTS for Inhibitors of Cell Surface uPA Generation. Potency, µM (highest dose often 38.3 µM), for the others: at the highest dose activity change, negative = inhibition, actives largely listed as inhibitors. 330,000 tested, 0.31% active. cell surface uPA generation assay, qHTS; active = well fitted inhibition curve with a large enough effect; inconclusive = small, poorly fitted or top-dose-only effect; inactive = no such curve, though single readings can be large or run the other way; tested in mouse RAW 264.7 cells; note: potency is the fitted concentration of half-maximal effect; nearly all actives have a fitted effect of over 55% in size
# BCR signal inh: qHTS Assay to Find Inhibitors of Chronic Active B-Cell Receptor Signaling. ABC-DLBCL IkBa-CBG/CBR reporter, luminescence ratio, 4 h. Potency, µM (highest dose often 46.1 µM), for the others: at the highest dose ratio change, negative = lower green/red ratio, hits mostly inhibitors. 340,000 tested, 0.05% active; active = well fitted inhibition curve with a large enough effect in the signal ratio, with a control signal flat, not every such curve was filed as active; inconclusive = small, poorly fitted or top-dose-only effect, or effect the other way, or a change in a side signal; the % refers to the signal ratio;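 note: potency is the fitted concentration of half-maximal effect; plate controls were basal doxycycline-induced cells for no effect and cells given 10 µM MG132 for full effect; MG132 reads +100%, hits lower the ratio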
#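 TMD8 human ABC-DLBCL cells with doxycycline-inducible IκBα–green luciferase fusion and unfused red luciferase, in 0.5% FBS medium; compounds up to 46 uM, 4 h at 37C. Green/red luminescence ratio, filter-overlap corrected, fitted to concentration-response curves.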
# Giardia kill: Small Molecules that selectively kill Giardia lamblia: qHTS; Giardia lamblia trophozoite viability; activity change, % at 7.66 µM, hits read low; 340,000 tested, 0.15% active; in the data active = activity change below about -80%; inconclusive = between about -30% and that limit;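 note: parasites exposed to compound for two days anaerobically before the ATP read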
#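 Anaerobic 48 hrs incubation at 37 deg C of 100 trophozoites/well with test compounds; ATPLite 1-Step luminescence, 15-30 min RT, reports cellular ATP as viability.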
# PKM2 act: qHTS Assay for Activators of Human Muscle isoform 2 Pyruvate Kinase. Pyruvate kinase PKM (Homo sapiens), P14618. purified PKM2, Kinase-Glo ATP luminescence, activation; response scale: 0% is enzyme alone, no compound. Potency, µM (titrated, usually from 57.5 µM), for the others: at the top dose activation, hits mostly activators. 260,000 tested, 0.34% active; note: potency is the fitted concentration of half-maximal effect; nearly all actives have a fitted effect of over 55% in size
#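 Purified hPK-M2 (>95% pure) converted ADP (0.1 mM final) to ATP with 0.5 mM PEP in 50 mM imidazole pH7.2, KCl, MgCl2, Tween 20, BSA; 1 h at room temperature. ATP detected by Kinase-Glo luminescence.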
# GALK inhibitor: qHTS Assay for Inhibitors of Human Galactokinase (GALK) | 270,000 tested, 0.007% active | Purified GALK, Kinase-Glo residual ATP luminescence | P51570 | AID 1868, 2009 | Potency, µM (doses to about 57.5 µM), for the others: at the highest dose activity change, negative = inhibition, usual class: inhibitors; note: potency is the fitted concentration of half-maximal effect
#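 Quantitative HTS: GALK 5 nM, ATP 35 uM, galactose 100 uM, 1 h room temperature, then luciferase-based ATP detection.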
# USP2a inh: qHTS Assay for Inhibitors of Ubiquitin-specific Protease USP2a Using CHOP2 as the Reporter. Ubiquitin carboxyl-terminal hydrolase 2 (Homo sapiens), O75604. USP2 core, Ub-CHOP2 coupled fluorogenic reporter, 485/531. Potency, µM (top dose mostly 38.3 µM), without a hit: top-dose activity change, negative = inhibition, usual class: inhibitors. 330,000 tested, 0.01% active;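 note: potency is the fitted concentration of half-maximal effect; plate controls were DMSO wells for no effect and full inhibition by NEM control for full effect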
# Target sequence (O75604 whole entry, looked up): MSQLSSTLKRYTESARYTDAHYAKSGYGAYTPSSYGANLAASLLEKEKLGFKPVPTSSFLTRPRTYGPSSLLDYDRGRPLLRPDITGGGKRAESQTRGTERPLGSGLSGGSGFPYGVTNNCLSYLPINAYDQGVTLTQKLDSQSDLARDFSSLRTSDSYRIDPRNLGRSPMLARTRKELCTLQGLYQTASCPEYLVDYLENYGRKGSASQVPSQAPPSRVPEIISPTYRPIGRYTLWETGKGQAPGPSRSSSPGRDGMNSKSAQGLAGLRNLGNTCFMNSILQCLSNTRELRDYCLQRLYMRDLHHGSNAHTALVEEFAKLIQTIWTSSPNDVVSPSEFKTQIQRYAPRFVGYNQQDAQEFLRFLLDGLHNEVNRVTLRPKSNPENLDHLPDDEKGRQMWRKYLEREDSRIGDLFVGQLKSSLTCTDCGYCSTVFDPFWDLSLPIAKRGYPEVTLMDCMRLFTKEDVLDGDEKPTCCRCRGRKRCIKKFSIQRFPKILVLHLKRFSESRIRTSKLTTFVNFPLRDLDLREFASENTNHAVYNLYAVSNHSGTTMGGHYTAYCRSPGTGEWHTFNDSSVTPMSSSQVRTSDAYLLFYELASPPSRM
#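 USP2 core (10nM final) preincubated 30min RT with compound in 20mM Tris-HCl pH 8.0, 2mM CaCl2, 2mM beta-mercaptoethanol, 0.05% CHAPS; 25nM Ub-CHOP2 plus 25nM reporter substrate added, fluorescence (Ex485/Em531) read after 60min.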
# B2AR arrestin: qHTS assay of beta-arrestin-biased ligands of beta2-adrenergic receptor. Beta-2 adrenergic receptor (Homo sapiens), P07550. beta-arrestin recruitment to beta2AR, cell-based reporter. Potency, µM (top dose mostly 46.1 µM), for inactives: at the top dose activation, hits mostly activators. 330,000 tested, 0.02% active. AID 492947, 2010;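 note: potency is the fitted concentration of half-maximal effect; 0% = DMSO controls and full agonism = EC100 isoproterenol or metaproterenol; nearly all actives have a fitted effect of over 65% in size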
# Target sequence (P07550 whole entry, looked up): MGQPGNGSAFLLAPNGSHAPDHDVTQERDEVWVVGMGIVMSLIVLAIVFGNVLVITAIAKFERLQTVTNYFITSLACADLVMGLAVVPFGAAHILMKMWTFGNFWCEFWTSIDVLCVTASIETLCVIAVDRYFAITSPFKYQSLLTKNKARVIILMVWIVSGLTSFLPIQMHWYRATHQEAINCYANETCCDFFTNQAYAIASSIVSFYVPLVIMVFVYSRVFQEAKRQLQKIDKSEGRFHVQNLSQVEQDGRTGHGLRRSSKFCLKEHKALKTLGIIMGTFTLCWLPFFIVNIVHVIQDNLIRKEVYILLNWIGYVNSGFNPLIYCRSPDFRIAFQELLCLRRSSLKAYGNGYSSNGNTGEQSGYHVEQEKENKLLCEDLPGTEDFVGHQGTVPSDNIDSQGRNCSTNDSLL
# Eya2 phos inh: qHTS Assay for Inhibitors of the Phosphatase Activity of Eya2; Protein phosphatase EYA2 (Homo sapiens), O00167; recombinant Eya2, OMFP fluorescence dephosphorylation (OMFP is methylfluorescein phosphate); Potency, µM (highest dose often 76.9 µM), for inactives: at the highest dose activity, negative = inhibition, most hits filed as inhibitors; 330,000 tested, 0.006% active; note: potency is the fitted concentration of half-maximal effect
#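 Eya2 (0.2 uM) preincubated 10 min at ambient with compound, then OMFP substrate added at 50 uM; 10 min reaction in 50 mM HEPES pH 7.5, 50 mM NaCl, 5 uM MgCl2, 0.05% BSA, 1 mM DTT. Fluorescence read at Ex 485/Em 525 nm.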
# hERG WT inh: qHTS for Inhibitors of KCHN2 3.1: Wildtype qHTS; Voltage-gated inwardly rectifying potassium channel KCNH2 (Homo sapiens), Q12809; U2OS, BacMam KCNH2, thallium flux FluxOr; hits give low values; activity change, % at 1.84 µM; 340,000 tested, 0.37% active; AID 720551, 2013;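 active = maximum activity change below -70%; inconclusive = maximum activity change between -70% and -50%; inactive = maximum activity change above -50%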
#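 U2OS cells were transduced with wild-type KCNH2 virus (2.03 x 10^8 / mL) for 4 h at room temperature, then cultured overnight at 37 C. Thallium flux was read with FluxOr dye. Rate constants were normalized to DMSO controls.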
# Starred values were filed as active, the others as inactive; ? = inconclusive; . = not tested or not shown; [ ] = remark or other dose. Unless noted, calls come from the whole dose curve; as a rule, active = well fitted curve in the direction sought with a large enough effect; inconclusive = small, poorly fitted or top-dose-only effect, or another doubt; inactive = no such curve, though single readings can be large; an effect the other way counts as inactive or inconclusive. Unless noted, % is set by controls: 0 for no effect and ±100 for the full control effect.
compound	FBPA coupling cs	KCNH2 3.1 inh	uPA generation	BCR signal inh	Giardia kill	PKM2 act	GALK inhibitor	USP2a inh	B2AR arrestin	Eya2 phos inh	hERG WT inh
COC(=O)c1cccc(C(=O)N2CCCC(C(=O)c3ccccc3OC)C2)c1 (stereo unspecified)	.	-16	0%	-3%	-5	.	1%	2%	0.6%	-10%	-4
CCN(CC)CC(=O)c1c[nH]c2ccccc12	1	4	5%	-16%	-7	-5%	-2%	0%	-0.7%	-18%	6
O=C(CSc1ccc2nnc(CCNC(=O)c3ccccc3)n2n1)Nc1ccccc1	4	1	2%	-6%	11	27%	-2%	5%	-0.2%	19%	2
COCCn1c(SCC(=O)Nc2ccc(C)cc2C)nc2c(oc3ccccc32)c1=O	1	0	2%	1%	-4	-14%	1%	1%	-1.7%	-10%	-5
CCc1ccc2c(c1)C(=O)C(=O)N2CCS(=O)(=O)c1ccccc1	.	15	-2%	1%	14	.	6%	2%	-1.6%	3%	-30
Cn1cc(CCNC(=O)CC2C(=O)NCCN2Cc2cccc(Oc3ccccc3)c2)cn1 (stereo unspecified)	-1	-23	?	0%	-3	5%	2%	4%	-1.0%	0%	.
O=C(Cn1ccc2ccccc2c1=O)NCCC(=O)N1CCN(c2ccccc2)CC1	2	-6	-1%	0%	0	-3%	9%	4%	0.3%	0%	1
COC(=O)c1c(NC(NC(C)=O)C(Cl)(Cl)Cl)sc2c1CCCC2 (stereo unspecified)	5	-6	6%	?	6	-9%	-8%	-1%	0.3%	-4%	10
COc1ccc(S(=O)(=O)N2CCCC2c2cccs2)cc1 (stereo unspecified)	-1	12	-16%	10%	27	12%	.	-1%	-0.7%	-3%	-3
CCCn1nnnc1NCc1ccc(Cl)cc1Cl	4	-31	-8%	5%	14	1%	0%	9%	-0.3%	-3%	-3
Cc1ccc(C(=O)OCC(=O)NNC(=O)c2cccs2)c(O)c1	.	3	2%	9%	-9	.	.	2%	-0.3%	-2%	-5
COc1ccc(C(=O)OCC(=O)NC(=O)NC2CCCC2)c(O)c1	-2	-3	6%	-5%	9	0%	-1%	0%	0.0%	4%	3
O=C(CN1C(=O)S/C(=C/c2cc(Br)cs2)C1=O)N1CCOCC1	4	18	5%	?	-19	5%	0%	1%	-0.4%	-15%	6
O=C(Nc1ccccc1)c1ccc(OC(=O)c2ccccc2)cc1	4	6	4%	0%	9	-18%	4%	1%	-0.2%	0%	5
CCCc1nc(SC2CCCC2)c2c(=O)n(C)c(=O)n(C)c2n1	-1	13	-4%	0%	0	-1%	-2%	2%	-0.2%	-8%	-13
CCCCc1nnc(SCc2ccc(OCC)cc2)n1N	0	13	6%	0%	-4	-1%	4%	-2%	0.6%	-2%	-2
COc1ccc(/C=N/NC(=O)c2[nH]c3ccc(C)cc3c2-c2ccccc2)c(C(=O)O)c1OC	19	8	-4%	?	-5	.	-3%	-1%	0.3%	?	0
O=C(CSc1nnc2c(n1)[nH]c1ccc(F)cc12)OCc1ccccc1	3	-2	1%	5%	5	-2%	-1%	-1%	0.2%	2%	2
O=C(NCC(=O)N(Cc1cccs1)C(C(=O)NC1CCCCC1)c1ccco1)c1cccs1 (stereo unspecified)	0	13	4%	2%	19	-2%	-3%	-1%	-0.8%	-19%	-2
CN(Cc1ccc(OC(F)F)cc1)C(=O)c1ccc(S(=O)(=O)N(C)c2ccccc2)cc1	.	4	-17%	3%	-4	.	.	-1%	-0.1%	-6%	16
O=C1CCCN1Cc1ncnn1-c1ccccc1	3	8	3%	-3%	-15	1%	-5%	0%	4.5%	12%	4
Cc1c(NC(=O)c2ccc(Cl)s2)c(=O)n(-c2ccccc2)n1C	0	0	0%	2%	10	1%	1%	4%	-1.3%	-1%	-1
O=C(NCCCn1ccnc1)c1sc2cccc(F)c2c1Cl	1	8	.	6%	-8	-8%	0%	1%	0.0%	-22%	-2
CC(=O)NC(N(C#N)c1nc(Cl)nc(N(C)C)n1)C(Cl)(Cl)Cl (stereo unspecified)	0	-2	1%	?	-11	-3%	0%	-1%	-0.1%	5%	14
Cc1ccc(S(=O)(=O)N(C)C)cc1NC(=O)CCNC(=O)c1ccco1	2	-28	12%	-14%	11	3%	-2%	7%	0.2%	-22%	-6
CCC(=O)N1CCN(c2cc(C)ccc2C)CC1	-10	-13	1%	-9%	-24	5%	1%	-2%	0.2%	2%	-14
Cc1cccc(N2CCN(S(=O)(=O)c3ccc4c(c3)C(C)(C)C(=O)N4C)CC2C)c1 (stereo unspecified)	2	-6	3%	13%	-13	1%[0.46 µM]	3%	2%	-0.2%	-3%	-7
COc1ccc2[nH]c3c(c2c1)CCN1C(=O)C(CC(=O)NCCc2ccccn2)C[C@H](C(=O)N(C(C)C)C(C)C)[C@@]31C (stereo partly specified)	.	-14	-15%	0%	6	.	.	0%	0.3%	5%	-11
COc1cccc(N(C(=O)Cn2nnc(-c3ccc(C)o3)n2)C(C(=O)NC(C)(C)C)c2cccs2)c1 (stereo unspecified)	0	-8	-1%	0%	6	-1%	0%	1%	-0.3%	-2%	-5
N#CC1=C(N)NC(=S)C(C(N)=O)C1c1ccc(Cl)cc1Cl (stereo unspecified)	2	17	-9%	?	5	-2%	1%	1%	-0.5%	-2%	0
O=S(=O)(Cc1ccccc1)N1CCN(Cc2ccc(F)cc2Cl)CC1	.	22	-3%	-7%	3	-1%	5%	-2%	0.1%	2%	-15
COc1ccc(Cl)cc1NC(=O)COC(=O)C1=NNC(=O)CC1	.	-6	9%	1%	-10	.	.	-5%	4.1%	-35%	19
CCn1c(CNC(=O)c2ccco2)nnc1SCC(=O)c1ccc(F)cc1	0	1	1%	-7%	-16	.	2%	2%	-0.2%	5%	7
O=c1c2ccccc2ncn1-c1ccc(Br)cc1[N+](=O)[O-]	2	-2	-2%	2%	-17	4%	5%	3%	-0.2%	0%	-2
OCCNCC(O)Cn1c2ccccc2c2ccccc21 (stereo unspecified)	0	-18	-30%	?	1	3%	0%	2%	0.3%	-6%	17
CCCCN(C)CCNC(=O)C(NC(=O)C1CCC(C)CC1)C(C)C (stereo unspecified)	2	-5	-4%	-14%	3	-2%	4%	0%	-0.5%	-17%	12
S=C(Nc1ccc(Br)cc1)Nc1ccc2c(c1)OCCO2	2	-11	-25%	5%	5	-3%	-4%	0%	-0.2%	5%	3
CCOC(=O)c1c(NC(=O)CSc2nnc3c(Cl)cc(Cl)cn23)sc2c1CCC2	0	0	1%	6%	-3	-3%	0%	1%	3.1%	4%	-28
COc1ccc(NC(=O)C2CC(=O)N(c3cc(C)ccc3C)C2)cc1 (stereo unspecified)	4	7	4%	?	-2	3%	0%	-3%	-0.3%	1%	11
CCOP(=O)(OCC)C(NC(=O)Nc1ccc(C)cc1)C(N)=O (stereo unspecified)	3	-3	10%	-2%	19	0%	.	3%	0.0%	4%	-1
CCC(C)N(C(=O)COc1ccc(Br)cc1C=O)C1CCS(=O)(=O)C1 (stereo unspecified)	.	-8	-5%	-20%	10	.	.	4%	0.5%	-23%	-15
Cc1c(Cl)cccc1S(=O)(=O)Nc1ccnn1C	6	-4	6%	3%	10	0%	6%	2%	-2.1%	-3%	-7
Cc1nc2cc(C(F)(F)F)ccc2n1C	3	19	3%	1%	-4	3%	11%	0%	0.1%	-15%	3
CCN(CC(=O)Nc1c(F)cccc1F)C(=O)c1cc([N+](=O)[O-])ccc1N1CCOCC1	.	-10	1%	11%	-1	.	.	0%	-0.1%	-18%	-7
Cn1c(-c2ccccc2)cnc1SCc1nc2ccccc2c(=O)[nH]1	-1	-18	-7%	?	-7	-4%	1%	3%	0.3%	-24%	4

# Screening results (PubChem BioAssay)
